Screening results: PubChem, several laboratories
CatL block = blocks human cathepsin L protease activity | P07711 | purified cathepsin L, fluorogenic substrate, fluorescence | inhibition, %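 (tested at 10 µM)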 | actives 0.17% (n = 58,000) | AID 460; in the data active means inhibition above about 45%;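 further: 0% = enzyme with no compound and 100% = no enzyme blank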
Target sequence (P07711 114-288 limits assumed): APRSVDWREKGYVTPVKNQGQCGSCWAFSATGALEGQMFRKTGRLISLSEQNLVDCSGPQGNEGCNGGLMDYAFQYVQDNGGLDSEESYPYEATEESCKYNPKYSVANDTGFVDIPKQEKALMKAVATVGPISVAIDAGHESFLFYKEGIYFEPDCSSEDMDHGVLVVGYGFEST
Target sequence (P07711 292-333 limits assumed): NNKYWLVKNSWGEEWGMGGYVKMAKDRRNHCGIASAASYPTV
FXIIa mix inh = blocks human factor XIIa in pooled compound mixtures | actives 0.2% (n = 62,000) | purified FXIIa, fluorogenic substrate | P00748 | inhibition, % at 5 µM | AID 684;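 further: 0% = enzyme without compound and 100% = no enzyme blank; some results filed as inactive read as strong as hits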
Target sequence (P00748 20-372 limits assumed): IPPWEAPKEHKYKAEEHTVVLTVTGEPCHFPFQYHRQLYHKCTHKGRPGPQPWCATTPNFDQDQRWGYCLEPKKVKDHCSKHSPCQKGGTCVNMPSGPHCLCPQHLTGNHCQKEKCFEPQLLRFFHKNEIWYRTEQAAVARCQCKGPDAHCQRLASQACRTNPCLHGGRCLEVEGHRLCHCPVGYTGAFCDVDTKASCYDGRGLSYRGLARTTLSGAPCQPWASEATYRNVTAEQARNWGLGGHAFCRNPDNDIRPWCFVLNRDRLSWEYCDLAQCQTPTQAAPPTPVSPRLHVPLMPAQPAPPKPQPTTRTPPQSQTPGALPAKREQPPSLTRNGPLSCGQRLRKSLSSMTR
Target sequence (P00748 373-615 limits assumed): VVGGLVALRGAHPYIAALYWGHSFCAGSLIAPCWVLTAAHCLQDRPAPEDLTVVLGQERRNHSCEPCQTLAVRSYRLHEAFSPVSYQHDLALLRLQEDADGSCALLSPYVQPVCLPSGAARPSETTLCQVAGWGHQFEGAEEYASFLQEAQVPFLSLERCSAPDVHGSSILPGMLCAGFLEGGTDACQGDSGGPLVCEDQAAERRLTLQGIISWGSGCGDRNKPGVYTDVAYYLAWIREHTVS
C1s inh = human complement C1s inhibition | purified C1s, fluorogenic AMC substrate, pooled mixtures | mean inhibition % of two 10-compound mixtures (hits give high values), % at 5 µM (by protocol) | actives 0.16% (n = 62,000);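 active means inhibition above 20% in each of the two 10-compound mixture wells holding the compound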;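 further: 0% = enzyme wells lacking compound mixture and 100% = no-enzyme blank wells; some compounds called inactive have numbers as strong as hits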
Cdc25B block = human M-phase inducer phosphatase 2 inhibition | AID 368 | actives 0.1% (n = 65,000) | recombinant Cdc25B, OMFP fluorescence Ex485/Em525 | inhibition, %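 (compounds tested at 10 µM final in the well)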; in the data active means inhibition above about 50%
FXIa inh mix = inhibitors of human coagulation factor XIa, pooled mixtures | P03951 | purified FXIa, fluorogenic substrate | inhibition, % at 5 µM | actives 0.19% (n = 62,000) | AID 680;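 further: each value is inhibition by a whole ten-compound pool holding the compound; 0% = enzyme with no mixture and 100% = wells lacking enzyme; strong numbers were not always called active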
DUSP1 inh = blocks human MKP-1 phosphatase activity; recombinant MKP-1, OMFP hydrolysis fluorescence; actives 0.15% (n = 65,000); P28562; inhibition, %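 (compounds tested at a single concentration somewhere between 10 and 100 µM)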;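 active means inhibition above about 50%, limit read from the data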;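 further: 0% = DMSO max control wells and 100% = wells with enzyme stopped by NaOH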
Cathepsin G inh = cathepsin G (human) inhibition; purified enzyme, AMC-tetrapeptide fluorescence, pooled mixtures; inhibition, % at 5 µM (by protocol); actives 0.2% (n = 62,000);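 active means inhibition above 20% in each of the two mixture wells holding the compound; inactive means inhibition of 20% or less in either well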;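 further: 0% = enzyme control without mixture and 100% = blank lacking enzyme; strong numbers were not always called active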
Target sequence (P08311 21-244 limits assumed): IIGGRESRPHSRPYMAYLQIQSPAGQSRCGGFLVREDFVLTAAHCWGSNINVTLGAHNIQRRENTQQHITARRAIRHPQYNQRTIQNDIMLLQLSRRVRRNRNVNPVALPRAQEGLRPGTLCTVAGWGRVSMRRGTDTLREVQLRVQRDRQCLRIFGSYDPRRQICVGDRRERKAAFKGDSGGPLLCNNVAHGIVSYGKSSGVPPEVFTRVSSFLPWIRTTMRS
Hsp90 inh = displaces geldanamycin probe from tumor Hsp90 | P07900 | NCI-N417 lysate Hsp90, Cy3B-geldanamycin FP displacement | actives 0.35% (n = 64,000) | inhibition, % at 30 µM;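 active means inhibition above 50%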;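 further: 0% = tracer plus lysate wells and 100% = tracer alone without lysate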
5HT1a ag = activates the human 5-HT1a serotonin receptor. activation, % at 10 µM. P08908. CHO 5-HT1a Ga15 NFAT-bla reporter, FRET ratio; 0% basal, 100% maximal reference agonist. actives 0.56% (n = 65,000);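 active means activation above the screen-wide mean activation plus 3 SD, cut at about 19% in these data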;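 further: 0% = DMSO wells and 100% = 5-CT at EC100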
Starred values were filed as active, the others as inactive; nt = not tested or not shown. Unless noted, no stated cut-off is given here; in the data, active means inhibition above about 20% (passing the limit was not always enough); inactive means the rest.

SMILES | CatL block | FXIIa mix inh | C1s inh | Cdc25B block | FXIa inh mix | DUSP1 inh | Cathepsin G inh | Hsp90 inh | 5HT1a ag
Cn1c(=O)n(C)c2cc(NC(=O)CSc3nnc(-c4ccccc4O)n3-c3ccccc3)ccc21 | -1 | 1 | 2 | -15 | 0 | 35 | 7 | -5 | 2.2
Cc1ccc(Cl)cc1N1CCN(S(=O)(=O)c2c(C)[nH]c(=O)[nH]c2=O)CC1 | 6 | 19 | 2 | -12 | 8 | 6 | 0 | 0 | -2.1
N#C/C(=C(\O)c1ccco1)c1ccccn1 | 13 | -1 | -51 | -20 | -7 | 23 | -15 | -1 | -2.8
O=S1CCCSC1c1cccnc1 (configuration not stated) | -10 | nt | nt | -7 | nt | -22 | nt | 3 | 0.7
CC(=O)Nc1cc2nn(-c3ccccc3)nc2cc1Cl | -7 | -5 | -9 | -12 | -5 | 7 | 12 | nt | 2.6
CSc1nnc(NC(=O)C2CCCCC2)s1 | 10 | 6 | -39 | -2 | -3 | 1 | 2 | -3 | -3.1
Cn1nc(CC(=O)Nc2ccc3c(c2)CCC3)c2ccccc2c1=O | 8 | 4 | 8 | -19 | 13 | -4 | 9 | -4 | -7.1
Cc1nc2cc(NC(=O)NCc3ccco3)ccc2o1 | 12 | 0 | 3 | -7 | 2 | -1 | 7 | -1 | -0.7
CCc1cc(C(=O)Cc2cnn(-c3ccccc3)c2)c(O)cc1O | 0 | 6 | 17 | -10 | 8 | 9 | 10 | -1 | 0.7
CC1(C)C(c2cccs2)=NC(c2ccccc2)N1O (configuration not stated) | -2 | 10 | 3 | -8 | 5 | -11 | 0 | 2 | -4.9
N#CC1=C2SCN(Cc3ccccc3)CN2C(=O)CC1c1cccs1 (configuration not stated) | 2 | -20 | -16 | -4 | 5 | 0 | -5 | -4 | -1.6
COc1ccc(C(=O)C2CCN(C(=O)c3ccco3)CC2)cc1 | 0 | 19 | -86 | -2 | -26 | 8 | -27 | -1 | 9.8
Cc1cc(NC(=O)CSc2nnc(C3CC3)n2C)no1 | 0 | -16 | -8 | 12 | 6 | 2 | 5 | -1 | -2.1
COc1ccccc1S(=O)(=O)Cc1ccc(C(=O)NCc2cccnc2)o1 | nt | 3 | -33 | -7 | -13 | -2 | -12 | 1 | -2.0
CC(=O)c1cccc(NC(=O)C2CCN(S(=O)(=O)c3c(C)n[nH]c3C)CC2)c1 | -6 | 9 | 10 | 3 | 11 | -10 | 10 | -3 | -1.4
CS(=O)(=O)N1CCC(C(=O)NCC2CCCO2)CC1 (configuration not stated) | 3 | 2 | 13 | 1 | 12 | 7 | 10 | -6 | -0.1
CC1=C(C(=O)OC(C)C)C(/C=C/c2ccccc2)NC(=O)N1 (configuration not stated) | -2 | 1 | 0 | -6 | -1 | 1 | 6 | -2 | 0.5
O=C(NCCCN1CCOCC1)c1coc2ccccc2c1=O | -4 | 1 | 0 | -4 | 5 | 6 | -1 | -1 | -4.7
COc1ccc(C(CC(=O)N2CCOCC2)C(C)C)cc1 (configuration not stated) | 5 | nt | nt | 19 | nt | -15 | nt | -2 | 1.1
CC(=NCC1CCCO1)C1=C(O)CC(C)(C)CC1=O (configuration not stated) | -1 | 7 | -4 | 2 | 13 | 5 | 0 | nt | -0.5
O=c1c2cc(Cl)ccc2nc2ccc(N3CCCC3)nn12 | -2 | 10 | -9 | -2 | 4 | 1 | -3 | -2 | -2.9
Cc1ccc(C2C(C(=O)c3cc4ccccc4o3)=C(O)C(=O)N2CCN2CCOCC2)o1 (configuration not stated) | -1 | -21 | 2 | 4 | 3 | -8 | 1 | -5 | -2.6
CCNc1nc(NC(C)C)nc(N(C#N)C(C)C(=O)N(C)C)n1 (configuration not stated) | -3 | -3 | 2 | -8 | -2 | -24 | 7 | 2 | 0.9
CCOc1ccc(C(=O)Nc2cccc(C)n2)cc1 | 10 | -18 | 14 | 0 | 4 | -23 | 6 | -4 | -2.4
CC1Cn2c(nnc2C23CC4CC(CC(C4)C2)C3)S1 (configuration not stated) | 9 | 25 | 7 | -8 | 9 | -14 | 8 | -3 | 1.2

Next part; the last 4 above are carried over.
SMILES | CatL block | FXIIa mix inh | C1s inh | Cdc25B block | FXIa inh mix | DUSP1 inh | Cathepsin G inh | Hsp90 inh | 5HT1a ag
Cc1ccc(C2C(C(=O)c3cc4ccccc4o3)=C(O)C(=O)N2CCN2CCOCC2)o1 (configuration not stated) | -1 | -21 | 2 | 4 | 3 | -8 | 1 | -5 | -2.6
CCNc1nc(NC(C)C)nc(N(C#N)C(C)C(=O)N(C)C)n1 (configuration not stated) | -3 | -3 | 2 | -8 | -2 | -24 | 7 | 2 | 0.9
CCOc1ccc(C(=O)Nc2cccc(C)n2)cc1 | 10 | -18 | 14 | 0 | 4 | -23 | 6 | -4 | -2.4
CC1Cn2c(nnc2C23CC4CC(CC(C4)C2)C3)S1 (configuration not stated) | 9 | 25 | 7 | -8 | 9 | -14 | 8 | -3 | 1.2
COC(=O)c1ccccc1CCC(C)=O | 8 | 4 | 3 | -11 | -1 | -1 | 0 | -4 | -5.4
Cc1nc(SCC(=O)Nn2c(-c3ccccc3)nc3ccccc3c2=O)n[nH]1 | 6 | -14 | 17 | -10 | 9 | -6 | 12 | 2 | -0.9
COc1ccccc1NC(=O)CSC1=NC(=O)C(NC(C)=O)C(=O)N1 (configuration not stated) | 30 | 5 | -34 | 2 | -1 | -15 | -5 | -1 | 0.7
COc1ccc(-c2cc(C(F)(F)F)n3ncc(C(=O)NCc4ccco4)c3n2)cc1 | 16 | -6 | -28 | -1 | -11 | 15 | -13 | 0 | 3.5
CCC(C(=O)NC1CCCC1)N(C(=O)Cn1nnc(-c2ccc(OC)c(OC)c2)n1)C1CCCCC1 (configuration not stated) | 0 | 9 | -1 | 9 | 9 | 40 | 3 | 2 | -1.9
O=C(NC1(C(F)(F)F)NC(=O)N(Cc2ccco2)C1=O)c1cccs1 (configuration not stated) | -7 | 9 | -5 | -5 | -2 | -14 | -6 | -5 | -2.7
O=C(Cn1c(NCCCO)nc2ccccc21)c1cccs1 | 9 | 5 | 8 | -6 | 4 | -1 | 13 | -4 | -0.3
O=C(c1cc2ccccc2oc1=O)N1CCN(Cc2ccc3c(c2)OCO3)CC1 | -13 | 1 | -1 | -17 | 1 | -6 | 9 | -4 | -2.2
CC1CCN(S(=O)(=O)c2ccc3c(c2)oc(=O)n3CC(=O)N2c3ccccc3CC2C)CC1 (configuration not stated) | 20 | 3 | 4 | 2 | -1 | -7 | 9 | -11 | -1.6
CCCCC(=O)Nc1ccc(NC(=O)CC)cc1OC | -6 | 3 | -64 | -2 | 6 | 16 | 1 | -2 | 0.6
Cn1c(NCc2cccc(Br)c2)nc2ccccc21 | 0 | 2 | 0 | -2 | -3 | -8 | 10 | 2 | -1.7
COCCCn1c(Cc2csc(Nc3cccc(Cl)c3)n2)nnc1SCC(=O)OC | 1 | -4 | 2 | 3 | 2 | 29 | 13 | 0 | 0.8
COCCNC(=O)COC(=O)c1nsc(Cl)c1Cl | 28 | -8 | 13 | -13 | 4 | -15 | 6 | -1 | -2.4
COc1ccc(N2CCN(C(=O)CN3C(=O)c4ccccc4S3(=O)=O)CC2)cc1 | 3 | 9 | -71 | 2 | -11 | -6 | 0 | -6 | -1.3
COc1cccc(-c2nc(=S)c3c(n2CCCO)CCCC3)c1 | 0 | 6 | -25 | -4 | 3 | 3 | -1 | -2 | -1.5
Cc1ccccc1NC(=O)c1c(-c2ccccc2)noc1C | 27 | 4 | -1 | -18 | -2 | -24 | 11 | 1 | -1.4
Cc1sc2nc(SCC(=O)NCc3ccco3)n(CCc3ccccc3)c(=O)c2c1C | -3 | 8 | 11 | 2 | 6 | 14 | 15 | -5 | 2.3
CCc1ccc(N(CC(=O)Nc2ccc(OC)cc2OC)S(C)(=O)=O)cc1 | nt | 16 | 0 | -4 | 7 | 13 | 0 | 3 | 0.4
COc1cc(C(=O)Nc2nccs2)ccc1OCc1c(C)noc1C | -2 | 10 | 14 | -13 | 9 | -13 | 10 | -4 | -2.2
CC1=CC(=O)OC1Cc1ccncc1 (configuration not stated) | 4 | 2 | 10 | -9 | 3 | 0 | 9 | -1 | -1.5
COC(=O)CC1SCCNC1=O (configuration not stated) | 1 | -3 | -59 | -7 | -18 | -10 | -22 | 2 | -1.0
CCOC(=O)C1CCN(CC(O)COc2ccc(C(=O)CC)cc2)CC1 (configuration not stated) | -3 | 5 | -53 | -6 | -2 | 20 | -19 | -2 | -4.9
CCCn1c(SCC(N)=O)nnc1C(C)C | -7 | -14 | -5 | -14 | 2 | -21 | -3 | 0 | 0.9
O=C(CSC1=Nc2ccccc2C2=NC(c3ccccc3)C(=O)N12)NCC1CCCO1 (configuration not stated) | nt | 0 | -29 | 5 | 2 | 2 | 6 | -5 | -1.0
O=C(CC1NCCNC1=O)OCc1ccccc1 (configuration not stated) | 12 | -21 | 11 | 4 | 11 | -8 | 12 | 2 | 0.9
(list continues)
SMILES | CatL block | FXIIa mix inh | C1s inh | Cdc25B block | FXIa inh mix | DUSP1 inh | Cathepsin G inh | Hsp90 inh | 5HT1a ag
COc1ccc(NC(=O)CN2CCC(n3c(C)nc4cc(F)ccc43)CC2)c(OC)c1 | nt | nt | nt | -5 | nt | 29 | nt | -1 | 4.4
COc1cc(C(=O)NCCc2cn3ccccc3n2)cc(OC)c1OC | nt | 10 | -57 | -6 | 0 | 7 | -3 | -2 | -3.2
CCn1c(SCC(=O)c2ccc(Cl)cc2)nnc1-c1ccoc1C | -1 | 8 | 1 | 0 | -3 | -17 | -27 | -2 | -3.5
CCCCNC(=O)NCC(=O)Nc1ccc(F)c(F)c1 | 0 | 8 | -54 | -11 | 8 | -1 | -5 | 1 | 1.3
Cc1ccc2c(c1)N(CC(=O)O)C(=O)CO2 | 4 | 4 | 5 | -2 | -1 | 8 | -1 | -1 | -2.4
O=C(O)c1ccc(OC2CSC2)cc1 | nt | 15 | 3 | -5 | 6 | 14 | 8 | -1 | -4.4
COc1cc(NC(=O)CSc2nnnn2-c2ccccc2)cc(OC)c1OC | -2 | -4 | 10 | -7 | 6 | 1 | 9 | -1 | 0.0
Cc1ccc(/C(O)=C2\C(=O)C(=O)N(c3cc(C)on3)C2c2cccc(Cl)c2)cc1 (configuration not stated) | 17 | 7 | 16 | 0 | 12 | -2 | 13 | -1 | -0.8
N#CC1=C2SCN(Cc3ccco3)CN2C(=O)CC1c1cccc2ccccc12 (configuration not stated) | -1 | -10 | 14 | -6 | 4 | -19 | 13 | -5 | -3.4
COc1ccc(CCNC(=O)C2CCN(Cc3nc(-c4ccc(Cl)cc4)oc3C)CC2)cc1OC | 15 | 0 | -23 | -20 | -2 | 8 | -2 | -4 | 2.1
O=C(Nc1nc(-c2ccccc2)cs1)C1CCCCN1S(=O)(=O)c1ccccc1 (configuration not stated) | 2 | -4 | -17 | -1 | -8 | 6 | -13 | -6 | 1.9
Cc1cccc(C(C)C)c1-n1nnnc1-c1ccccc1 | 10 | 2 | 9 | -4 | 9 | 4 | 1 | 2 | -1.3
C=CCn1c(-c2cc(OC)c(OC)c(OC)c2)n[nH]c1=S | -2 | 5 | -7 | 4 | 7 | 7 | -2 | 0 | -0.2
N#CCCN1CCN(S(=O)(=O)c2ccc(S(=O)(=O)NC3CCCCC3)cc2)CC1 | 21 | 5 | 16 | 7 | 3 | -1 | 12 | 0 | -0.1
CC(C)OCCCn1c(-c2ccco2)nc2nc3ccccc3nc21 | -56 | -1 | -50 | 7 | -9 | 2 | -6 | -12 | 3.3

Another view of part of the listing above.
O=C(O)c1ccc(OC2CSC2)cc1
  CatL block: nt | FXIIa mix inh: 15 | C1s inh: 3 | Cdc25B block: -5 | FXIa inh mix: 6 | DUSP1 inh: 14 | Cathepsin G inh: 8 | Hsp90 inh: -1 | 5HT1a ag: -4.4

COc1cc(NC(=O)CSc2nnnn2-c2ccccc2)cc(OC)c1OC
  CatL block: -2 | FXIIa mix inh: -4 | C1s inh: 10 | Cdc25B block: -7 | FXIa inh mix: 6 | DUSP1 inh: 1 | Cathepsin G inh: 9 | Hsp90 inh: -1 | 5HT1a ag: 0.0
